Screening data as filed in PubChem BioAssay.
CHO-K1 Ca antag: M1 antagonist counterscreen hit in parental CHO-K1 cells | inhibition, % at 3 µM | 360,000 tested, 0.6% active | ATP-induced calcium, Fluo-8 fluorescence;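 active means inhibition above a per-plate cutoff, the plate's mean sample inhibition plus 3 SD, cut at about 24% in these data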;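 further: 0% = DMSO plus EC80 ATP and 100% = DMSO alone without ATP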
CHRM1 agonist: human M1 muscarinic receptor agonism; P11229; CHO-K1 hM1, Fluo-8 calcium fluorescence, agonist mode; 0% DMSO, 100% acetylcholine EC100; activation, % at 3 µM; 360,000 tested, 0.33% active;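 active means activation above the run's mean compound activation plus 3 SD, cut at about 16% in these data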;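 further: peak over basal fluorescence ratio within a 140 s kinetic read after compound addition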
Target sequence (P11229 whole entry, looked up): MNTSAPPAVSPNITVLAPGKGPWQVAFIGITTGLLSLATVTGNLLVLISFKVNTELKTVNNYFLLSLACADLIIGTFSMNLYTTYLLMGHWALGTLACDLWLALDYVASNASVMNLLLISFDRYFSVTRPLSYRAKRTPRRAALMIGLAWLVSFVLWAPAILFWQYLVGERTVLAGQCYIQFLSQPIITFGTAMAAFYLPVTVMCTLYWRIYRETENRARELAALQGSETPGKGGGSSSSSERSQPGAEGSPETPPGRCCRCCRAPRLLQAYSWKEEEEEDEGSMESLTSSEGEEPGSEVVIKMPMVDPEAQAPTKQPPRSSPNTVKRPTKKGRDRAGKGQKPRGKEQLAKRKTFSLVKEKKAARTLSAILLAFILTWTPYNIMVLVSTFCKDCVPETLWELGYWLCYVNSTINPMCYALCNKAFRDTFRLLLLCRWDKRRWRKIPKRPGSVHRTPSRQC
CHO-K1 Ca PAM: counter-screen for M1 PAMs: effect in parental CHO-K1 cells | activation, % at 3 µM | ATP EC20, Fluo-8 calcium fluorescence; 0% at ATP EC20, 100% at ATP max | 360,000 tested, 0.02% active;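 active means activation above the run cutoff, the mean activation of all test compounds plus 3 SD, cut at about 40% in these data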;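 further: peak over basal fluorescence ratio in a 140 s read after ATP addition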
M1 ag parental: M1 agonist counterscreen hit in parental CHO-K1 cells; Fluo-8 calcium fluorescence; scaled to maximal ATP response, vehicle zero; AID 602248; 360,000 tested, 0.48% active; activation, % at 3 µM; in the data active means activation above about 15%;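 further: untransfected CHO-K1 host cells lacking M1 receptor as counterscreen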
TAAR1 agonist: agonists of human TAAR1 | Q96RJ0 | CHO RD-HGA16 TAAR1, Fluo-8 calcium fluorescence; vehicle wells 0%, saturating PEA agonist 100% | activation, % at 3 µM | 360,000 tested, 0.99% active | AID 624467;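 active means activation above the mean activation of all test compounds in the run plus 3 SD, cut at about 38% in these data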
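Repeats: no replicates (n 1) | Material: CHO-derived RD-HGA16 cells with stable Gα16 and human TAAR1 | Technique: Kinetic Fluo-8 calcium fluorescence | Schedule: 17-24 h seeding, 75 min 37 °C dye, 30 min RT | Evaluation: % activation from peak over basal fluorescence ratio, DMSO-to-PEA scaled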
CHRM1 antagonist: antagonists of human M1 muscarinic receptor | P11229 | CHO-K1 hM1, Fluo-8 calcium fluorescence, ACh EC80 antagonist | inhibition, % at 3 µM | 360,000 tested, 1.3% active | AID 588852;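 active means percent inhibition above its own plate's cutoff, namely the mean of that plate's compound wells plus 3 SD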;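 further: peak over basal fluorescence ratio during 140 s after agonist addition; 0% = ACh EC80 plus DMSO and 100% = DMSO alone without agonist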
OXTR potentiator: potentiates the human oxytocin receptor response. 320,000 tested, 0.061% active. CHO-OTR cells, Fluo-8 calcium fluorescence, potentiator mode; 0% = oxytocin EC15, 100% = EC100. AID 2445. activation, % at 3 µM;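 active means activation above that plate's cutoff, the mean activation of tested compounds plus 3 SD, cut at about 6.6% in these data, passing the limit was not always enough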;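 further: 100% uses oxytocin at 75 nM as the full agonist control; some results filed as inactive read as strong as hits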
Target sequence (P30559 whole entry, looked up): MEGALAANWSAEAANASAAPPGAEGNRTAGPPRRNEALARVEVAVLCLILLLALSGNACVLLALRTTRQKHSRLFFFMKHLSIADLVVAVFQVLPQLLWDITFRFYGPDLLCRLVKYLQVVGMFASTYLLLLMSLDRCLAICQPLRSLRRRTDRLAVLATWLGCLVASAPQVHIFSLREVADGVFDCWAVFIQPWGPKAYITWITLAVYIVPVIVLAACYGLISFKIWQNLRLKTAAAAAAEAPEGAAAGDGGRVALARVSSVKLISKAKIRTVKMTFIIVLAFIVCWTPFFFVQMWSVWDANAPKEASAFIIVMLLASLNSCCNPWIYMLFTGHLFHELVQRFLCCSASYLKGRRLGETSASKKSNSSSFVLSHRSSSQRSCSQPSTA
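System: human OTR in CHO cells; Also added: sub-maximal oxytocin, roughly EC15; Timing: compound 6 min at room temperature before oxytocin, 100 s read; Technique: Fluo-8 intracellular calcium fluorescence, ex 470-495, em 515-575 nm; Controls: oxytocin EC15 low and EC100 high; Replication: singlicate.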
TAAR1 antag: antagonists of human TAAR1; CHO RD-HGA16 TAAR1, Fluo-8 calcium fluorescence, antagonist; inhibition, % at 3 µM; 360,000 tested, 1.5% active;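 active means inhibition above a per-plate cutoff, the mean inhibition of test compounds on that plate plus 3 SD, cut at about 49% in these data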;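 further: 0% = DMSO plus EC80 beta-PEA response and 100% = DMSO alone without agonist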
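System: RD-HGA16 CHO cells with stable hTAAR1 and Gα16 | Probe or stimulus: EC80 β-phenethylamine stimulus | Dosing: 3 µM, single point | Times: Dye loading 75 min at 37 °C, then 30 min room temperature | Measured by: Fluo-8 calcium-sensitive fluorescence | Read-out basis: % inhibition of agonist calcium response | Replicates: n of 1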
CHO parental Ca: counter-screen for OX1R antagonists: effect in parental CHO cells; AID 463079; 330,000 tested, 0.63% active; parental CHO-K1, ATP-induced calcium, Fluo-8 fluorescence; inhibition, % at 5.6 µM;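 active means inhibition above that plate's mean sample inhibition plus 3 SD, cut at about 26% in these data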;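 further: 0% = ATP-challenged DMSO wells and 100% = DMSO wells without ATP; some compounds past the cut are filed as inactive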
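Material: Parental CHO cells | Reagent: ATP | Compound dosing: Single nominal dose of 5.6 µM per compound | Detection: Intracellular calcium via Fluo-8 no-wash fluorescent dye | Read-out: % inhibition of ATP-induced calcium mobilization | Benchmarks: Low control ATP plus DMSO, high control DMSO only | Replicates: Singlicate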
Numbers without * were called inactive; x = no result given.

SMILES	CHO-K1 Ca antag	CHRM1 agonist	CHO-K1 Ca PAM	M1 ag parental	TAAR1 agonist	CHRM1 antagonist	OXTR potentiator	TAAR1 antag	CHO parental Ca
CCCOc1ccc(F)cc1-c1cc(C(=O)Nc2ccc(OC)cc2OC)[nH]n1	-18	-7	16	0.0	0	-3	x	12	x
COC(=O)/C=C1\NCCNC1=O	-19	-3	30	1.1	1	-24	-7	-18	-11
O=C(CCNC(=O)Cn1cnc2ccccc2c1=O)NCC1COc2ccccc2O1 (configuration not stated)	-10	-4	12	0.4	8	-26	-9	-5	-6
Cc1cc(C(=O)N2CCCC(CNS(=O)(=O)c3cccs3)C2)nn1C (configuration not stated)	-10	1	6	0.4	2	1	-12	-7	-12
O=C(NCCN1CCOCC1)c1cc2n(n1)C(C(F)(F)F)CC(c1ccc(F)cc1)N2 (configuration not stated)	-37	-3	-4	-0.5	11	-12	-6	7	3
COc1ccc(C(c2oc(CO)cc(=O)c2O)c2oc(CO)cc(=O)c2O)cc1	-13	-3	22	0.3	-1	-3	-8	-10	-1
Cc1oc2c(C)c(O)ccc2c(=O)c1-c1ccc2ccccc2n1	-4	-5	19	7.1	5	-3	-4	10	-6
O=C(Nc1nnc(C2CC2)s1)C1CCCO1 (configuration not stated)	-15	-7	8	1.5	5	-14	-4	-18	-9
O=C(Nc1ncccn1)c1cc(-c2cccc(Br)c2)nc2ccccc12	-3	-2	14	3.6	7	0	-13	47	-25
COc1cccc(CC(=O)N2CCN(S(=O)(=O)c3ccc(Br)cc3)CC2)c1	-12	-1	17	4.4	0	-13	-2	-14	-18
CC(C)C(=O)N1CCC(Cc2ccccc2)CC1	-12	-4	2	-0.3	-1	-17	-7	11	3
O=c1cc(Cc2nnc(SCc3ccccc3)n2-c2ccc(Cl)cc2)[nH]c(=O)[nH]1	-5	-10	15	0.4	6	-16	-11	-13	-10
CCCC(=O)Nc1nc(CC(=O)OCC)cs1	-13	-2	15	0.9	-1	-7	-2	-10	3
O=C(O)C(O)C(O)c1nc2ccccc2[nH]1 (configuration not stated)	17	-6	-14	1.3	5	1	1	-10	-10
Brc1ccc([C@H]2C=C[C@H]3CCCN4CC[C@H]2[C@@H]3[C@]42CO2)cc1	-6	x	-2	0.7	0	x	x	3	x
CC1CCN(c2ncccc2C(=O)O)CC1	1	-5	12	0.5	2	-5	-4	-4	-2
Cc1cccc(CN2CCSc3sccc3C2=O)c1	6	-4	-14	-0.3	-1	15	-2	-13	27
COc1cccc(NC(=O)CCC2CCN(C(=O)c3sccc3C)CC2)c1	-5	-3	6	1.9	2	-4	-7	9	-14
C=CCN(N=Nc1cccc([N+](=O)[O-])c1)c1cccc([N+](=O)[O-])c1	1	-7	8	-0.2	-1	0	-14	17	-12
COC(=O)COc1ccc(Oc2cc(C)nc(SC)n2)nn1	-4	-3	-6	-0.1	x	2	-1	x	1
C(=N\c1nc2ccccc2n1Cc1ccccc1)/c1cccs1	-24	1	21	8.1	15	-16	-7	16	-4
CC(C)(C)OC(=O)NCCCCCNC(=O)c1nc[nH]c1C(=O)N1CCN(c2ccccc2)CC1	-6	3	-6	6.7	21	18	-5	50*	-12
O=C(Nc1cccc(F)c1)C1CCCN(C(=O)c2ccc(Cl)cc2)C1 (configuration not stated)	-3	-2	2	4.6	2	8	-8	3	-31
O=C1N(Cc2cccc(Cl)c2)C[C@@H]2C[C@@H](c3cccn3-c3ccccn3)N3CCC[C@@]123	-16	-7	-10	0.0	-1	14	1	-1	-26
CC(O)CNc1nc2sc3c(c2c(=O)n1Cc1ccco1)CCCCC3 (configuration not stated)	-3	0	12	2.8	3	-12	-7	11	-14
Nc1nc(SCC(=O)Nc2cc(S(=O)(=O)N3CCOCC3)ccc2Cl)n[nH]1	-12	-4	4	0.9	3	-2	-2	-28	-1
COC(=O)CCN(C(=O)c1cccc([N+](=O)[O-])c1)c1ccccn1	-3	-1	-12	0.1	1	17	-19	20	-10
Cc1ccc2c(C)c(C(=O)N(Cc3ccc(N(C)C)cc3)C3CCS(=O)(=O)C3)oc2c1 (configuration not stated)	-15	2	13	-0.3	2	-3	-1	-30	-17
CCN(CC)CCn1c(-c2ccccc2)nc(=S)c2c1CC(C)(C)OC2	-14	-5	7	0.1	2	7	-14	-13	-22
O=C(O)c1ccc(/C=N/Nc2nc(N3CCCCC3)nc(N3CCCCC3)n2)cc1	-20	-3	23	0.6	-1	-22	-4	-17	-20
C=CCn1c(SCC(N)=O)nc2scc(-c3ccc(C)o3)c2c1=O	0	-7	10	0.3	-2	5	2	-2	-9
CCOc1ccccc1N1CCN(C(=O)c2cc(C)oc2C)CC1	-9	-4	18	3.0	x	5	-7	x	-13
C#CCN(C[C@H]1[C@H](OC(=O)NC2CC2)[C@H](OC(=O)NC2CC2)C[C@@H](C(=O)OC)[C@H]1C(=O)OC)S(=O)(=O)c1ccc(C)cc1	-17	-1	5	0.8	1	-7	x	-6	x
COC(=O)c1ccc2c(c1)C(=O)/C(=C/c1ccc(O)cc1)O2	-7	0	14	6.1	18	-4	-8	5	10
COc1ccc(S(=O)(=O)Nc2noc3ccccc23)cc1	-11	-2	-2	0.2	-1	-8	1	-13	-7
CCOc1ccc(Cn2ccnc2)cc1[N+](=O)[O-]	-3	-7	21	0.3	0	1	-4	-9	-8
CC(C)(C)C(=O)CN1C(=O)NC(c2ccccc2)(c2ccccc2)C1=O	-9	-5	27	0.9	-1	-14	2	-10	-16
COc1ccccc1Oc1ccc(S(=O)(=O)Nc2cccnc2)cc1	18	4	-1	14	25	35*	-11	11	37*
Cc1nnc(SCC(=O)N(C2CCCCC2)C2CCS(=O)(=O)C2)n1C (configuration not stated)	-12	-4	6	0.9	1	-1	-1	-1	13
CCS(=O)(=O)N1CCCC(C(=O)NCc2ccc3c(c2)OCO3)C1 (configuration not stated)	-5	-3	3	0.3	9	-17	-8	9	-11

A different layout for some results above.
Cc1ccc2c(C)c(C(=O)N(Cc3ccc(N(C)C)cc3)C3CCS(=O)(=O)C3)oc2c1 (configuration not stated)
  CHO-K1 Ca antag: -15; CHRM1 agonist: 2; CHO-K1 Ca PAM: 13; M1 ag parental: -0.3; TAAR1 agonist: 2; CHRM1 antagonist: -3; OXTR potentiator: -1; TAAR1 antag: -30; CHO parental Ca: -17
Nc1nc(SCC(=O)Nc2cc(S(=O)(=O)N3CCOCC3)ccc2Cl)n[nH]1
  CHO-K1 Ca antag: -12; CHRM1 agonist: -4; CHO-K1 Ca PAM: 4; M1 ag parental: 0.9; TAAR1 agonist: 3; CHRM1 antagonist: -2; OXTR potentiator: -2; TAAR1 antag: -28; CHO parental Ca: -1

Continuation:
SMILES	CHO-K1 Ca antag	CHRM1 agonist	CHO-K1 Ca PAM	M1 ag parental	TAAR1 agonist	CHRM1 antagonist	OXTR potentiator	TAAR1 antag	CHO parental Ca
Cc1ccc(CS(=O)(=O)CCC(=O)NCC2CCCO2)cc1 (configuration not stated)	-5	-4	1	0.4	11	-5	-8	-20	8
COc1ccc(/C=N\NC(=O)c2ccc([N+](=O)[O-])cc2)cc1COc1c(F)c(F)cc(F)c1F	-1	-4	9	1.9	3	4	x	25	x
Clc1ccc2nc(CN3CCCCCC3)cn2c1	-1	-7	-2	-0.2	3	1	-1	4	-9
O=C1NC[C@H](Cc2ccc(O)cc2)N(C[C@@H]2CCCN2C[C@H](Cc2ccc(O)cc2)N2C[C@H](Cc3ccccc3)N(CCc3ccccc3)C(=O)C2=O)C1=O	-20	x	2	-0.3	1	x	x	-35	x
CC(C)(C)n1ncc2c(=O)n(CC(=O)Nc3ccc4c(c3)OCO4)cnc21	-13	-3	15	0.5	-1	-6	-3	11	-10
NC1=NC[C@@H](Cc2ccc(O)cc2)N1CCCCC1CCCCC1	-20	-9	24	-0.2	0	-10	-10	-3	-13
Cc1cccc(OCC(=O)NCC(=O)N/N=C/c2ccc(N(C)C)cc2)c1	-1	-2	3	0.3	0	-14	-8	-27	-7
CC1(C)CC(=O)C2=C(C1)N(Cc1cccnc1)C(=O)C2(NC(=O)c1cccnc1)C(F)(F)F (configuration not stated)	-15	0	27	0.2	0	-20	-1	-5	-14
CC1Cc2[nH][nH]c(=O)c2C(C2CC2)O1 (configuration not stated)	-16	x	10	0.6	4	x	x	-1	x
CC(=O)c1cccc(NC(=O)/C=C/c2ccc(S(=O)(=O)N3CCOCC3)cc2)c1	-19	-1	12	4.8	12	2	-6	22	-15
Nc1c(/C=C2/C=CC(=O)C(O)=C2)c(=O)nc2sc(CC(=O)N3CCOCC3)nn12	8	0	-27	-0.1	10	4	x	-19	x
CCc1nnc(N/N=C/c2ccccc2F)n1N	-15	-1	18	0.4	9	-5	-1	14	6
Cc1ccc(C(=O)N2CCN(c3ccc([N+](=O)[O-])c(N4CCOCC4)c3)CC2)cc1	-3	-7	11	0.0	-2	-4	-4	-2	-10
COc1cc(NC(=O)C2CCN(S(=O)(=O)c3ccc4[nH]c(=O)oc4c3)CC2)cc(OC)c1	-13	-2	8	-0.8	3	-1	-7	-2	-12
Cc1cc(S(=O)(=O)N(Cc2ccc(C(C)C)cc2)CC2CCCO2)ccc1-n1cnnn1 (configuration not stated)	-5	-8	17	1.4	0	17	-6	30	-25
CC(=O)Nc1cccc(N=NN2CCOCC2)c1	-14	-5	19	0.1	4	-4	3	0	-6
Nc1nnc(Sc2ccc(Cl)cc2[N+](=O)[O-])s1	-7	-3	5	0.0	8	-6	-5	-5	-8
COc1ccc(CN2CCNC(=O)C2CC(=O)NCc2cn3ccc(C)cc3n2)c(OC)c1 (configuration not stated)	3	-11	8	0.5	7	-6	4	-11	-2
CC12CCC(c3n[nH]c(=S)nc31)C2(C)C (configuration not stated)	-4	-8	12	0.4	2	-10	-5	-20	-2
O=C(/C=C/c1ccco1)NC(=S)Nc1ccc(Cl)cn1	-13	-3	13	0.0	3	-17	-7	3	-17
Cc1c(C(C)CCCO)oc(=O)c2c1Oc1c(C)c(C(C)C[C@@H](C)O)oc(=O)c1C2 (some centres not stated)	-15	-9	13	0.9	5	-12	2	8	-9
CC1(c2nnc(Cc3ccccc3)o2)CC(c2cccc(F)c2)=NO1 (configuration not stated)	-11	-2	12	0.2	4	-2	-10	16	-9
Cc1ccc(S(=O)(=O)NN2C(=O)c3ccccc3NC2(C)C)cc1	-3	-5	3	-0.1	5	-8	-5	-9	-10
CC1(C)Cc2cccc(OCC(=O)NCCc3ccccc3)c2O1	8	-3	-9	-0.7	1	-4	-6	-15	-12
CCC(CC)C(=O)N(C)c1c(C)nc2c(OCc3ccccc3C(=O)OC)cccn12	11	-3	-14	0.7	1	10	x	0	x
S=C(NCCc1ccccc1)Nc1ccc(N2CCCCC2)cc1	-5	-8	-7	0.7	5	-3	-11	-14	-3
